Source: PubChem BioAssay
NALP1 inh – NALP1 inflammasome inhibitors in reconstituted yeast, colorimetric, S. cerevisiae, triplicate retest; S. cerevisiae NALP1/ASC/caspase-1 growth, X-gal OD620, 72 h; actives 0.61% (n = 280,000); AID 2071, 2009; inhibition, % at 10 µM; in the data active = inhibition mostly above about 24%, no sharp cut-off; inactive = mostly below about 32%; also: some compounds called inactive have numbers as strong as hits
MEKK2wt PB1 HTS – modulators of MEK5 binding to wildtype MEKK2, primary screen, biochemical, multiplex bead flow cytometry, Alexa488-MEK5; Alexa488-MEK5 binding to MEKK2 WT; actives lie on both sides; AID 1531, 2009; binding response (% of control), % at 10 µM; actives 1.1% (n = 290,000); Mitogen-activated protein kinase kinase kinase 2 (Homo sapiens), Q9Y2U5; in the data active = binding response below about 67% or above about 130%
IMP-1 inhibitor – IMP-1 metallo-beta-lactamase inhibitors, primary screen, biochemical, epi-absorbance readout, Pseudomonas aeruginosa enzyme; metallo-beta-lactamase IMP-1 (Pseudomonas aeruginosa); purified IMP-1, nitrocefin hydrolysis, epi-absorbance fluorescence; inhibition, % at 5.6 µM; actives 0.45% (n = 290,000);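 active = inhibition above the mean plus 3 SD of all compounds in the same screening run, cut at about 4.5% in these data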;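 also: 0% = IMP-1 with DMSO and 100% = DMSO wells lacking enzyme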
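Test system: recombinant IMP-1 enzyme, purified / Medium: HEPES buffer pH 7.1 with ZnSO4 and Brij 35 / Doses: single dose, 5.6 µM / Times: 25 °C, 15 min preincubation, 25 min reaction / Detection: Epi-absorbance via hydrolysed-nitrocefin quenching of white-plate fluorescence, 480/530 nm, EDTA stop / Evaluation: percent inhibition from optical density relative to buffer-blank wells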
M18AAP inhibitor – PfM18AAP inhibitors, malaria aminopeptidase, primary screen, biochemical, QFRET, recombinant enzyme | H-Glu-NHMec fluorogenic cleavage | inhibition, % at 7.35 µM | actives 1.2% (n = 290,000) | AID 1822, 2009;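 active = inhibition above the campaign mean inhibition over all tested compounds plus 3 SD, cut at about 28% in these data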;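 also: 0% = plate median of test compound wells and 100% = 2 mM ZnCl2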
SUMO HTRF inh – inhibitors of in vitro SUMOylation cascade, primary screen, biochemical, HTRF, uHTS; AID 2006, 2009; SUMO-conjugating enzyme UBC9 (Homo sapiens), P63279; actives 0.36% (n = 290,000); HTRF SUMOylation assay, SAE1/SAE2 + UBC9; inhibition, % at 35 µM; in the data active = inhibition above about 50%, passing the limit was not always enough; also: strong numbers were not always called active
Target sequence (P63279 whole entry, looked up): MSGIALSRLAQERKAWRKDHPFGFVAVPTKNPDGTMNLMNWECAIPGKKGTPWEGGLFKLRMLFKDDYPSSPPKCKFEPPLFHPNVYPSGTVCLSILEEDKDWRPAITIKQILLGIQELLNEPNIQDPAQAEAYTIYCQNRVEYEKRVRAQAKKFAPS
HCV NS3 hel inh – inhibitors of HCV NS3 helicase, primary screen, biochemical, Cy5 molecular beacon fluorescence; NS3 helicase DNA unwinding; inhibition, % at 10.9 µM; actives 0.56% (n = 290,000); AID 1800, 2009;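 active = inhibition above the mean of all tested compounds plus 3 SD, set per campaign, cut at about 35% in these data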;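 also: 0% = DMSO wells and 100% = thioflavine S control wells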
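System: Hepatitis C virus NS3 helicase domain fragment enzyme | Reagent: Annealed dual-labelled DNA beacon duplex, ATP-started | Compound dosing: 10.9 µM single point, 0.8% DMSO | Incubation: 1 h reaction at 25 °C, ATP-initiated | Technique: Cy5 fluorescence | Evaluation: Percent inhibition from t60/t0 fluorescence ratio | Benchmarks: Low DMSO, high thioflavine S at 110 µM | Replication: Singlicate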
FID counter – compounds displacing fluorescent DNA intercalator, primary screen, artefact control for HCV NS3 helicase inhibitor project, biochemical, FID fluorescence; DNA fluorescent intercalator displacement; actives 0.17% (n = 290,000); inhibition, % at 7.9 µM; in the data active = inhibition above about 37%;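 also: 0% = vehicle and 100% = reference compound; higher means more ethidium bromide displaced from hairpin DNA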
VIM-2 inhibitor – VIM-2 metallo-beta-lactamase inhibitors, primary screen, biochemical, epi-absorbance readout, Pseudomonas aeruginosa enzyme; inhibition, % at 5.6 µM; purified VIM-2, nitrocefin hydrolysis, epi-absorbance fluorescence; actives 0.89% (n = 290,000);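 active = inhibition above the mean of all tested compounds plus 3 SD, cutoff set per screening run, cut at about 7.5% in these data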;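 also: red hydrolysis product quenches plate fluorescence so inhibitors raise well fluorescence; 0% = enzyme with DMSO and 100% = DMSO without enzyme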
MEKK2mut PB1 HTS – MEK5 binding signal on mutant MEKK2 PB1, primary screen, biochemical, multiplex bead flow cytometry, Alexa488-MEK5 | Alexa488-MEK5 binding to MEKK2 mutant | percent response, % at 10 µM | actives 0.35% (n = 290,000) | AID 1530, 2009; in the data active = percent response above about 24%, passing the limit was not always enough; also: inactives centre near 1; some results filed as inactive read as strong as hits
* hit, by the source's call; x = no result given.

SMILES | NALP1 inh | MEKK2wt PB1 HTS | IMP-1 inhibitor | M18AAP inhibitor | SUMO HTRF inh | HCV NS3 hel inh | FID counter | VIM-2 inhibitor | MEKK2mut PB1 HTS
O=C(O)Cc1csc(-c2ccccc2)n1 | 8 | 98 | -0.6 | -2 | -7 | 8 | -1 | -1.0 | -1
Cc1sc(NC(=S)NC(=O)c2ccco2)c(C(N)=O)c1C | 10 | 69 | -0.1 | 4 | 9 | -5 | 5 | -1.8 | -7
COCCCNC(=O)Cn1ncc2ccsc2c1=O | -12 | x | -1.7 | -2 | 0 | 9 | -2 | 0.7 | x
CCCCOc1ccc2ccccc2c1C=O | 22 | 109 | -3.6 | -14 | 4 | -6 | 4 | -3.3 | 10
CC(C)c1ccc(C(C)NC(=S)NC2CCCCC2)cc1 (stereo not drawn) | 6 | 107 | -1.3 | -6 | 4 | -1 | -36 | -4.9 | 2
COc1cccc(CC(=O)Nc2ccccc2N2CCCC2)c1 | 2 | 102 | -4.8 | 2 | 8 | 3 | -19 | -1.3 | 0
N#C/C(=C\c1ccccc1[N+](=O)[O-])c1nc(C2CC2)cs1 | 22 | 95 | -0.1 | -4 | 15 | 1 | 6 | -2.2 | -1
COc1ccc(CN(Cc2cccn2C)S(=O)(=O)c2ccccc2)cc1 | x | 95 | -0.9 | -9 | 16 | -13 | -24 | -0.4 | -3
O=C(CN1C(=O)c2ccccc2C1=O)NCC(=O)OCC(=O)c1ccc(Br)cc1 | 12 | x | -2.7 | -3 | 31 | 1 | -5 | -1.7 | x
CCc1cc2c(N[C@@H](C)C(=O)O)ncnc2s1 | 16 | 96 | -0.4 | 0 | 23 | 3 | -2 | 0.2 | -2
CCOC(=O)CNC(=O)CSc1ccc(-c2nc3ccccc3[nH]2)cn1 | 8 | 103 | -6.0 | 2 | 10 | -5 | -10 | -3.7 | 1
CCCn1nc2cc(C(=O)NCc3ccc(C)cc3)ccc2c1OC | -1 | 91 | -1.3 | -10 | 20 | 4 | -18 | 1.8 | -3
O=C(NNS(=O)(=O)c1ccc2ccccc2c1)c1cccnc1 | 5 | 100 | -0.6 | 1 | 18 | -2 | -8 | -2.4 | -2
Cc1nc2c(C)cccn2c1/C(O)=C1\C(=O)C(=O)N(CCN(C)C)C1c1ccccc1 (stereo not drawn) | 17 | 100 | -1.4 | -12 | 33 | -24 | -6 | 0.3 | 2
CC1=C(C(N)=O)C(c2ccccc2F)NC(=O)N1 (stereo not drawn) | -8 | 102 | -1.0 | -11 | 0 | 0 | -2 | -1.7 | 1
C#CCOC(=O)c1csc2nnsc12 | 13 | 99 | 0.6 | 17 | 1 | 10 | 3 | 0.4 | 2
O=S(=O)(Nc1nc2ccccc2nc1Cl)c1ccc(Cl)cc1 | 23 | 100 | -1.8 | -4 | 7 | 16 | -24 | -2.1 | -1
O=C(COC(=O)C12CC3CC(CC(O)(C3)C1)C2)Nc1ccccc1OC(F)F | 25 | 105 | -1.9 | -1 | 19 | -2 | -15 | -2.0 | 2
Cc1ccc(OCCSc2nc(NC(C)C)nc(NC(C)C)n2)cc1 | 24 | 92 | -3.1 | -9 | -20 | -48 | -25 | -2.1 | -2
COc1ccccc1C1/C(=C(/O)c2ccc(OC(C)C)cc2)C(=O)C(=O)N1c1cc(C)on1 (stereo not drawn) | 1 | 105 | -7.2 | 8 | 22 | 43* | -50 | -2.5 | 3
Cc1ccc(CNC(=O)C(Cc2ccccc2)NS(=O)(=O)c2cccs2)cc1 (stereo not drawn) | 7 | 105 | -2.2 | 1 | 9 | 5 | -22 | 1.2 | 5
CCOC(=O)c1nc(-c2ccc3c(c2)OCO3)[nH]c1C | 33 | 115 | -1.8 | -4 | -6 | -3 | -8 | -3.1 | 13
Cc1c(C(=O)N2CCNCC2)oc2ccccc12 | 16 | 106 | -2.1 | -2 | -3 | -3 | -2 | -1.3 | 0
O=C1CCCc2nc(N3CCc4ccccc43)ncc21 | -8 | 98 | -3.9 | -6 | 14 | 2 | -3 | -2.3 | -4
CCCC(=O)N1CCN(Cc2ccc3c(c2)OCO3)CC1 | 23 | 102 | -2.1 | 5 | 5 | 6 | 0 | -3.3 | -1
CSCC[C@H](NC(=O)N1CCn2c1nc1ccccc12)C(=O)NCc1ccc(C)cc1 | 3 | 104 | -0.2 | 4 | x | -13 | -29 | -2.2 | 3
O=C(NC1CCCCC1)C(c1ccco1)N(C(=O)C(F)(F)F)C1CC1 (stereo not drawn) | 2 | 106 | -4.5 | 12 | -2 | 1 | -4 | -3.0 | 5
CCOc1ccc(NC(=O)CSc2nnc(CNC(=O)c3cccs3)o2)cc1 | -14 | 100 | -1.4 | -1 | 1 | 2 | -18 | -1.0 | -1
S=c1nc(NCc2cccc(Cl)c2)c2ccccc2[nH]1 | -14 | 105 | -4.4 | 12 | 16 | 10 | -3 | -3.9 | 11
COc1ccc(N(CC(=O)Nc2ccc(OC)c(Cl)c2)S(=O)(=O)c2c(C)noc2C)cc1 | -2 | 101 | -2.6 | 9 | -43 | -2 | -3 | -4.0 | 1

Overlap with the part before: 3 entries, then new ones.
SMILES | NALP1 inh | MEKK2wt PB1 HTS | IMP-1 inhibitor | M18AAP inhibitor | SUMO HTRF inh | HCV NS3 hel inh | FID counter | VIM-2 inhibitor | MEKK2mut PB1 HTS
CCOc1ccc(NC(=O)CSc2nnc(CNC(=O)c3cccs3)o2)cc1 | -14 | 100 | -1.4 | -1 | 1 | 2 | -18 | -1.0 | -1
S=c1nc(NCc2cccc(Cl)c2)c2ccccc2[nH]1 | -14 | 105 | -4.4 | 12 | 16 | 10 | -3 | -3.9 | 11
COc1ccc(N(CC(=O)Nc2ccc(OC)c(Cl)c2)S(=O)(=O)c2c(C)noc2C)cc1 | -2 | 101 | -2.6 | 9 | -43 | -2 | -3 | -4.0 | 1
Cc1cccc(CCNC(=O)C2CCN(S(=O)(=O)c3ccccc3)CC2)c1 | -4 | 92 | 0.0 | 1 | -9 | -15 | -18 | -3.9 | -12
Cc1ccc2nc(SCC(=O)N(CC(C)C)c3c(N)n(CC(C)C)c(=O)[nH]c3=O)[nH]c2c1 | 24 | 94 | -3.0 | 6 | 12 | 6 | -23 | -6.3 | -8
O=C(NCCN1CCOCC1)c1ccc(=O)oc1 | -18 | 108 | 0.5 | -10 | 25 | 4 | 5 | -0.6 | 1
O=C(Cc1ccc(-n2c(=O)c3sccc3n(CC(=O)Nc3ccccc3)c2=O)cc1)NCc1ccco1 | 21 | 93 | -3.1 | 4 | -6 | -5 | -21 | -2.8 | -4
O=C(CN1CCCCC1)Nc1cc(Cl)ccc1Oc1ccccc1 | 5 | 110 | -2.3 | 7 | -20 | -3 | -2 | -2.1 | 3
Cc1csc(NC(=O)CCc2c(C)nc3cc(-c4ccc(Cl)cc4)nn3c2C)n1 | 36 | 106 | -1.3 | -5 | 11 | 6 | -20 | -2.0 | -2
C[C@@H](CSc1ccccc1)CN1CC[C@H](NC(=O)OCc2ccccc2)CCC1=O | 6 | 100 | -4.7 | -1 | 1 | -40 | -52 | -2.1 | -1
CN(C)c1ccc(Nc2nc(N)c([N+](=O)[O-])c(N3CCOCC3)n2)cc1 | 31 | 104 | -3.4 | -9 | 7 | 11 | -15 | -2.9 | 2
O=C(NCCN1CCOCC1)c1cnn2c(-c3ccccc3)cc(-c3ccccc3)nc12 | 13 | 96 | -1.6 | 2 | 33 | -7 | -15 | 7.1 | 0
COc1ccc(-c2noc(CN3CCCCC3c3nccn3C)n2)cc1 (stereo not drawn) | 3 | 97 | -3.8 | -2 | -1 | 2 | 7 | -5.0 | 5
O=C(CCNS(=O)(=O)c1ccccc1F)NCc1ccc2c(c1)OCO2 | -2 | 109 | -2.1 | -7 | 12 | 2 | -1 | -2.4 | 3
COc1ccc(S(=O)(=O)N2CCOC2CNC(=O)C(=O)NCCc2ccccc2OC)cc1C (stereo not drawn) | -1 | 97 | -2.1 | 2 | 3 | -7 | -42 | -2.8 | 4
O=C(N/N=C/c1ccccc1O)C(=O)N1CCCCCC1 | 0 | 108 | -3.5 | 7 | -1 | 1 | -17 | -2.6 | 7
CCOc1ccc(Nc2oc(-c3cccs3)nc2C#N)cc1 | 21 | 91 | -4.3 | 6 | 14 | 10 | -3 | -0.8 | -8
Cc1cc(Cl)ccc1OCC(=O)Nc1ccc(CN2CCOCC2)cc1 | 17 | 101 | -4.4 | 0 | 0 | -20 | 10 | -2.7 | 3
CCC(=O)c1ccc(OCC(O)CN2CCN(S(=O)(=O)N3CCCCC3)CC2)cc1 (stereo not drawn) | 6 | 100 | -3.0 | -1 | 9 | 4 | -15 | -2.9 | 8
COc1ccc(-c2nc(NC(=O)CSc3nnc4ccccn34)ns2)cc1 | -7 | 101 | -2.1 | 5 | -18 | 4 | -6 | -1.0 | 16
CCOC(=O)C(C#N)=C1CCN(Cc2ccccc2)CC1 | -23 | 106 | 0.2 | 2 | 0 | -6 | -5 | -1.2 | 3
O=C(c1ccc(NC2=NC3CS(=O)(=O)CC3S2)cc1)N1CCc2ccccc2C1 (stereo not drawn) | x | 102 | -4.1 | 3 | -8 | 18 | -7 | -1.3 | -3
Cc1ccccc1NS(=O)(=O)c1nnc(NC(=O)c2ccccc2C)s1 | 9 | 100 | 2.2 | 7 | 3 | -2 | -24 | -1.8 | 5
O=C(CNC1CCCCC1)Nc1cccc(C(F)(F)F)c1 | 17 | 105 | -0.7 | -6 | 11 | -24 | 5 | 0.5 | -1
CC(=O)Nc1ccccc1OCC(=O)NC(C)c1ccccc1 (stereo not drawn) | 21 | 106 | 0.6 | -19 | -4 | 14 | -4 | 0.4 | 0
Cc1cc(C(=O)CSc2nc(N)cc(N)n2)c(C)n1-c1cccc(F)c1 | 38 | 103 | -1.2 | 34* | 4 | -5 | -9 | -5.4 | 1
NC(=S)N/N=C/c1ccc([N+](=O)[O-])cc1 | -9 | 100 | -0.1 | 12 | 10 | 6 | -8 | -2.4 | -1
O=C(Cc1ccccc1)NNC(=O)Cc1ccccc1 | 7 | 102 | -2.8 | -4 | 7 | 2 | -5 | -1.8 | -5
CCOC(=O)Cc1csc(N(C)C)n1 | 10 | 105 | -1.1 | -8 | 7 | 8 | -2 | -3.4 | 9
